# IL2 activator = IL-2 activation. IL-2 activation reporter assay, cell-based qHTS; stimulated with anti-CD3/CD4/CD28 beads; in transgenic mouse T cells. activation, % (series mostly up to about 46 µM). hit rate 0.065% among 360,000; in the data active = activation above about 50%; inconclusive = mostly about 30% to 49%; note: 0% is about no effect
#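 Readout is EGFP and DsRed signal by fluorescent plate cytometry after 18 h at 37 degrees C. Transgenic mouse T cells (750/well) received compound for 60 min before bead stimulation (anti-CD3, anti-CD4, anti-CD28); memory T cells served as non-tolerant control.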
# D3 antag = D3 dopamine receptor (human) antagonism; max response, negative = inhibition, %; D3R cells, DiscoveRx beta-arrestin luminescence, antagonist mode; hits give low values; hit rate 2.5% among 360,000; in the data active = max response below about -50%; inconclusive = no clear call, values can overlap the other calls; note: % is set by controls: 0 for no effect and ±100 for the full control effect; mostly tested at two doses, the higher about 12 µM
#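 Cells plated overnight at 1500 cells/well, then exposed to library compounds with dopamine controls for 90 minutes at 37 degrees C. DiscoveRx reagent added for 30–60 minutes at room temperature; luminescence read, quantitative HTS format.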
# PI5P4Ka inh = blocks human PI5P4K alpha kinase activity; P48426; PI5P4Kalpha enzyme, ADP-Glo luminescence, 60 min; hits give low values; max response, %; hit rate 1.2% among 330,000; active = max response of -50% or lower; inconclusive = between -30% and -50%; inactive = -30% or higher; note: value at the top dose of about 77 µM; % is set by controls: 0 for no effect and ±100 for the full control effect
# Target sequence (P48426 whole entry, looked up): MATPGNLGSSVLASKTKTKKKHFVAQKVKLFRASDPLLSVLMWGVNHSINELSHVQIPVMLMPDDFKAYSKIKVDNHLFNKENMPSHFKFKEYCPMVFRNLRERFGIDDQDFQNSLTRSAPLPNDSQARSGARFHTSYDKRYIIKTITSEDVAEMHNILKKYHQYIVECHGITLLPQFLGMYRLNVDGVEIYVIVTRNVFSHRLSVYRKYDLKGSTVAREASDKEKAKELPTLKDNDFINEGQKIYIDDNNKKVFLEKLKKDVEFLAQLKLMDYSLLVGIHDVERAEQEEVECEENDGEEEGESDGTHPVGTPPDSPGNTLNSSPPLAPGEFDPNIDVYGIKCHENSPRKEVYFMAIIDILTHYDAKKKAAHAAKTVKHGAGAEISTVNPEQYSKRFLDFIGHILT
#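 PI5P4Kalpha ADP-Glo assay; 5 microM ATP final; 60 min RT reaction; HEPES pH 7.4/EGTA/CHAPS, 5% DMSO; controls lacking substrate or enzyme; luminescent end-point.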
# GLP-1R agonist = activates the human GLP-1 receptor; hit rate 0.007% among 380,000; HEK293 GLP-1R CRE-luciferase, luminescence, 4-6 h; cells express a hypersensitive GLP-1R form; Potency, µM (highest dose often 45.6 µM), without a hit: top-dose activation, usual class: activators; AID 624172; P43220; note: potency is the fitted concentration of half-maximal effect; % of control where 0% means no effect
# Target sequence (P43220 whole entry, looked up): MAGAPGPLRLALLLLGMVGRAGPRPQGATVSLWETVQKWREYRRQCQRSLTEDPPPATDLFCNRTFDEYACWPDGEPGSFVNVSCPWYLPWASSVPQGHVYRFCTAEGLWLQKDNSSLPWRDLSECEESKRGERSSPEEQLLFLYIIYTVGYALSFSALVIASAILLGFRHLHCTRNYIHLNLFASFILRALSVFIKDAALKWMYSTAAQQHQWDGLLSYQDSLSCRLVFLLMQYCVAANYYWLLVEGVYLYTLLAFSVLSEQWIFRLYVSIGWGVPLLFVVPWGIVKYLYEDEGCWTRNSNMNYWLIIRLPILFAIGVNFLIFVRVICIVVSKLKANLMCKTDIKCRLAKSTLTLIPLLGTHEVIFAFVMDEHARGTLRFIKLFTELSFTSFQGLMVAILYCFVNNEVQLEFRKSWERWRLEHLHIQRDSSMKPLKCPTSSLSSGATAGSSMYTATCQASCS
# DRD3 agonist = activates the human D3 dopamine receptor; max activation, %; hit rate 0.58% among 410,000; D3R DiscoveRx beta-arrestin cells, luminescence, 90 min; AID 652048; in the data active = max activation above about 30%; note: 0% is about no effect; mostly tested at two doses, the higher about 12 µM
#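 Agonist-mode cell screen: cells plated at 1500/well and incubated overnight at 37 °C, then exposed to library compounds for 90 min at 37 °C. Detection reagent was added for 30–60 min at room temperature, and luminescence was read.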
# GLP1R inv ag = inverse agonists of human GLP-1 receptor. P43220. HEK293 GLP-1R CRE-luciferase, luminescence, 24 h; GLP-1R form is constitutively active. Potency, µM (doses to about 38.3 µM), for inactives: at the highest dose activity change, negative = inhibition, hits mostly inhibitors. hit rate 1.6% among 410,000. AID 624417; note: potency is the fitted concentration of half-maximal effect; % is set by controls: 0 for no effect and ±100 for the full control effect; nearly all actives have a fitted effect of over 55% in size
#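 Stable HEK293 clone (constitutively active GLP-1R + cAMP-response luciferase); 200 cells/uL plated, 12 h pre-culture, compound 24 hr, 37 deg C/5% CO2; detection reagent 12 min RT; luminescence.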
# WRN helicase inh = blocks human WRN helicase; Q14191; WRN helicase unwinding, fluorescent forked duplex, kinetic; Potency, µM (doses to about 114 µM), for inactives: top-dose activity change, negative = inhibition, hits mostly inhibitors; hit rate 0.46% among 360,000; note: potency is the fitted concentration of half-maximal effect; % is set by controls: 0 for no effect and ±100 for the full control effect; nearly all actives have a fitted effect of over 55% in size
#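 Primary qHTS, 1536-well format. 20 nM WRN + compound, 15 min RT; start with 100 nM forked fluorophore/quencher duplex, 2 mM ATP (final); kinetic read ex 525/em 598 nm.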
# HEK293 tox = cytotoxicity in counter-screen for GLP-1R inverse agonists. AID 624418. hit rate 0.13% among 410,000. HEK293 cAMP-luciferase reporter cells, luminescence, 24 h. Potency, µM (top dose mostly 38.3 µM), without a hit: at the highest dose activity change, negative = inhibition, hits mostly inhibitors;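 note: loss of luciferase light is scored as toxicity; potency is the fitted concentration of half-maximal effect; % is set by controls: 0 for no effect and ±100 for the full control effect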
#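 Here, cytotoxicity is scored as loss of luminescence. The MLSMR collection was tested on cells seeded in medium containing 10% Nu serum, with a 24 hr compound exposure preceded by 12 hours of culture.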
# PLK1 PBD block = inhibitors of human PLK1 polo-box domain binding; P53350; Plk1 PBD binding of FITC phosphopeptide, fluorescence polarization; Potency, µM, for inactives: max response, negative = inhibition, actives largely listed as inhibitors; hit rate 2.8% among 360,000; note: potency is the fitted concentration of half-maximal effect; series mostly up to about 57 µM; % is set by controls: 0 for no effect and ±100 for the full control effect; nearly all actives have a fitted effect of over 65% in size
# The depositor's hits bear a star; ? = inconclusive; / = no result given; & = joins results of further samples; [ ] = dose if it differs, or a comment. Unless noted, calls come from the whole dose curve; as a rule, active = well fitted curve in the direction sought with a large enough effect; inconclusive = small, poorly fitted or top-dose-only effect, or another doubt; inactive = no such curve, though single readings can be large; an effect the other way counts as inactive or inconclusive.
SMILES,IL2 activator,D3 antag,PI5P4Ka inh,GLP-1R agonist,DRD3 agonist,GLP1R inv ag,WRN helicase inh,HEK293 tox,PLK1 PBD block
Cc1cc(NS(=O)(=O)c2ccc(NC(=S)NC(=O)c3ccncc3)cc2)no1,-5.4,-28,0,3%,12,7%,-6%,?,1%
CC1CCCCN1C(=O)CSc1nnc(-c2ccccc2F)o1 (stereo unspecified),1.3,2,-5,11%,-4,-7%,9%,-9%,-17%
O=S(=O)(c1cccc2nsnc12)N1CCN(C/C=C/c2ccccc2)CC1,0.1,-20,1,3%,2,7%,1%,0%,-1%
C[C@@]12C(=O)N(CC3CCCO3)CC(=O)N1[C@H]1c3ccccc3OC[C@@H]1[C@@H]2c1ccccc1 (stereo partly specified),0.1,?,-3,-2%,0,13%,-6%,?,-7%
CCN(CC)S(=O)(=O)c1ccc(O)c(C(=O)OCC(=O)NC2CCCC2)c1,-3.0,6,1,0%,12,4%,-12%,-1%,-1%
CC(=O)Nc1ncc(N=Nc2cccc(C(F)(F)F)c2)s1,-0.5,-20,3,5%,0,0%,-9%,-1%,-24%
COC(=O)c1ccc(NCc2cc(O)ccc2O)cc1O,3.4,-22,-27,-1%,0,?,-13%,?,-6%
O=C(Nc1cccc(Cl)c1N1CCOCC1)c1cccs1,-0.1,-10,0,16%,0,?,-1%,-11%,-19%
CCOc1cc2[nH]c(=S)n(CCCN(CC)CC)c(=O)c2cc1OCC,-1.2,-17,/,0%,-3,0%,-4%,-22%,-1%
Clc1cc(Br)ccc1OCCOCCN1CCOCC1,-0.8,-82*,-4,7%,-16,-20%,5%,6%,-1%
CCN(CC(=O)NC1CCS(=O)(=O)C1)c1ccc(S(C)(=O)=O)cc1[N+](=O)[O-] (stereo unspecified),-0.5,-21,5,3%,5,18%,-12%,22%,-6%
CC(C)c1ccc(/C=N/n2c(-c3ccccc3)n[nH]c2=S)cc1,-0.4,-19,20,17%,-4,?,-7%,2%,-16%
CCOC(=O)C1(Cc2ccc(Cl)cc2)CCN(CCCn2cccn2)CC1,-4.0,-21,18,13%,-18,?,1%,-14%,-6%
CN1C(=O)c2cccc3c(S(N)(=O)=O)ccc1c23,-0.6,6,-2,6%,4,30%[activator],0%,25%,7%
O=C(CSc1nnnn1C1CCCCC1)Nc1ccc(F)cc1,-0.8,11,-1,6%,-1,-7%,-9%,-15%,-8%
CN(C)S(=O)(=O)c1cccc(NC(=O)CSc2nc3c(cc2C#N)C(=O)CC(C)(C)C3)c1,-0.6,13,8,-12%,2,?,-31%,2%,-18%
C[C@H]1CN=C(N(C)C)N1CCc1ccccc1,-1.9,-2,0,5%,3,10%,-5%,?,-8%
CC(C)C(NC(=O)c1ccc(S(=O)(=O)N2CCOCC2)cc1)c1nc2ccccc2[nH]1 (stereo unspecified),-2.3,-5,/,0%,4,0%,-4%,2%,1%
O=C(c1ccc(Cl)c(S(=O)(=O)N2CCOCC2)c1)N1CCCCC1,-0.3,-2,-4,6%,3,1%,3%,-12%,-12%
Nc1cc(-c2ccccc2)ccc1O,-0.3,-20,-9,-1%,10,28%,0%,-8%,21µM*
COc1ccccc1-c1nn(CCC(=O)Nc2ccc(C)cc2)c2nc(C)cc(C)c12,/,/,/,3%,-11,?,/,-19%,/
COCC(=O)N(Cc1cc2ccccc2[nH]c1=O)c1ccccc1OC,0.6,20,-1,-5%,0,-13%,4%,0%,-5%
CCC(C)(C)C1CCc2c(sc(NC(=O)c3ccoc3C)c2C(N)=O)C1 (stereo unspecified),0.4,27,-8,-2%,6,-6%,-12%,-6%,?
COc1cc(OC)cc(N2CCN(S(=O)(=O)c3ccc(-n4cnnn4)cc3)CC2)c1,1.4,5,3,0%,-2&-5,8%&6%,7%,-3%&3%,-6%
COc1ccc(C(=O)NC(=S)NNC(=O)Cc2cccs2)cc1,-3.0,-67*,-17,-8%,1,0%,9%,-4%,-8%

# Part of the list above, as tab-separated lines:
compound	IL2 activator	D3 antag	PI5P4Ka inh	GLP-1R agonist	DRD3 agonist	GLP1R inv ag	WRN helicase inh	HEK293 tox	PLK1 PBD block
Clc1cc(Br)ccc1OCCOCCN1CCOCC1	-0.8	-82*	-4	7%	-16	-20%	5%	6%	-1%
CCN(CC(=O)NC1CCS(=O)(=O)C1)c1ccc(S(C)(=O)=O)cc1[N+](=O)[O-] (stereo unspecified)	-0.5	-21	5	3%	5	18%	-12%	22%	-6%
CC(C)c1ccc(/C=N/n2c(-c3ccccc3)n[nH]c2=S)cc1	-0.4	-19	20	17%	-4	?	-7%	2%	-16%

# Additional records follow:
SMILES,IL2 activator,D3 antag,PI5P4Ka inh,GLP-1R agonist,DRD3 agonist,GLP1R inv ag,WRN helicase inh,HEK293 tox,PLK1 PBD block
CC(=O)NNc1ncnc2c1cnn2-c1ccc(C)cc1,0.6,10,7,2%,3,1%,-3%,4%,-6%
Cc1ccc(S(=O)(=O)N2CCOCC2)cc1C(=O)NCC1CCCCC1,-1.9,9,-1,-5%,1,?,-2%,-22%,6%
Cc1ccc(-c2nc(S(=O)(=O)c3ccc(C)cc3)c(SCC(N)=O)o2)cc1,1.6,0,4,14%,4,-14%,-10%,-12%,-20%
CCOC(=O)CN(C(=O)Cn1nnc(-c2ccc(OC)cc2)n1)C(C(=O)NC1CCCC1)c1ccc(F)cc1 (stereo unspecified),-1.3,-11,/,-2%,-7,?,-2%,-30%,-6%
COc1ccc(NC(=O)c2ccc3c(=O)n(CC4CCCO4)c(=S)[nH]c3c2)c(OC)c1 (stereo unspecified),0.0,12,-7,-2%,4,10%,-8%,?,1%
COc1ccc(C2CC(=O)OC3=C2C(=O)CC(C)(C)C3)c(OC)c1 (stereo unspecified),2.2,-2,1,-1%,-6,11%,-7%[57.1 µM],-4%,-10%
COc1ccc(C(=O)N2CCN(C(=O)C3COc4ccccc4O3)CC2)cc1OC (stereo unspecified),-4.1,-11,0,-6%,0,16%,-3%,1%,?
Cc1ccc(OCc2ccc(C(=O)NCC3CCCO3)cc2)cc1C (stereo unspecified),-0.3,-4,2,3%,-3,?,0%,-2%,-6%
COC(=O)Cn1c(=NC(=O)c2ccc(S(=O)(=O)N3CCc4ccccc4C3)cc2)sc2cc(OC)ccc21,0.7,16,-4,0%,24,6%,-2%,6%,-6%
CCc1noc(C)c1C(=O)Nc1ccc(S(=O)(=O)N2CCCCC2)cc1,-2.8,-12,-2,10%,0,?,-10%,5%,-9%
Cc1csc(SCC(=O)Nc2ccccc2)n1,-0.1,-20,-1,14%,-7,10%,11%,7%,-13%
COc1ccccc1C1=NN(C(=S)Nc2ccccc2)C(c2ccco2)C1 (stereo unspecified),-5.2,-18,-15,1%,-3,1%,-15%,-17%,-4%
CCOC(=O)C1(CCCc2ccccc2)CCN(C(=O)Cn2nc(C)nc2C)CC1,-3.8,-2,1,-5%,-5,-6%,0%,-12%,-12%
Cc1oc(CC(C)C)cc1C(=O)NCCCC(=O)O,-0.3,-3,-11,-2%,2,14%,-3%,5%,-2%
O=C(NCc1ccccc1)C1C(c2ccccc2)=Nc2ccccc2N1C(=O)c1cnccn1 (stereo unspecified),-1.0,8,4,/,1,-23%,-10%,46%,-18%
CCn1cc(C(=O)N(C)c2cc(C)ccc2C)c2cc(OC)c(OC)cc2c1=O,/,/,/,2%,2,15%,/,0%,/
OC(c1ccc(Cl)cc1)C(O)c1nc2ccccc2[nH]1 (stereo unspecified),-2.5,-12,/,-15%,7,0%,-3%,0%,-8%
COc1cc(NC(=O)CSc2nc(=O)n(CCCN3CCOCC3)c3c2CCC3)cc(OC)c1,-2.5,28,13,0%,3,3%,5%,11%,-1%
CC(NC(=O)COC(=O)c1ccc2c(c1)OCCO2)c1ccccc1 (stereo unspecified),0.5,-6,5,5%,-12,-11%,-25%,-8%,-6%
Cc1ccc(S(=O)(=O)NCc2ccncc2)cc1C(=O)NCC(C)C,-4.6,3,-3,5%,4,-18%,-23%,0%,?
Cn1cc(S(=O)(=O)N2CCC(C(N)=O)CC2)c(=O)n(C)c1=O,0.2,18,-4,-1%,4,5%,0%,-3%,-10%
CCOc1ccc(CNS(=O)(=O)c2cc(CN3C(=O)c4cccnc4C3=O)ccc2OC)cc1,3.1,-8,-2,-6%,1,-15%,-3%[57.1 µM],4%,-10%
COc1ccc(N/C=C/C(=O)c2sc(-c3ccccc3)nc2C)cc1,-0.2,3,22,-2%,5,?,-7%,16%,-6%
COc1ccc(CN2CCNC(=O)C2CC(=O)N(C)CCCN2CCOCC2)cc1C (stereo unspecified),-3.4,2,7,8%,2,19%,-3%,-4%,-7%
O=C(NCCCCNC(=O)c1ccccc1Br)c1ccccc1Br,2.5,5,5,8%,18,2%,-2%,6%,3%

# (more compounds)
SMILES,IL2 activator,D3 antag,PI5P4Ka inh,GLP-1R agonist,DRD3 agonist,GLP1R inv ag,WRN helicase inh,HEK293 tox,PLK1 PBD block
CCOC(=O)c1cnc2ccccc2c1NCCc1ccc(OC)c(OC)c1,-2.7,51,0,26%,6&1,15%&0%,-4%,-12%&-13%,1%
CC(C)NC(=O)COc1coc(CN2CCN(c3ccccc3)CC2)cc1=O,-0.1,-62*,-6,-4%,1,-1%,6%,7%,-2%
CCOc1ccc(Nc2nc(NCCN3CCOCC3)nc(OC)n2)cc1,-0.5,0,0,4%,-6,2%,2%,-3%,-9%
CCN1CCN(C(=O)CCc2nnc3ccc(N4CCC5(CC4)OCCO5)nn23)CC1,-0.9,5,7,6%,-1,9%,-1%,-2%,-1%
O=C(CCNC(=O)c1ccccc1)NC1CCCc2ccccc21 (stereo unspecified),-0.9,25,0,-12%,3,6%,1%,-9%,-4%
COc1ccc(NC(=O)CSc2nnc(C)n2Cc2ccccc2)cc1,6.8,21,9,2%,-1,6%,-2%,10%,-3%
NC(=O)c1cccnc1Nc1cccc([N+](=O)[O-])c1,0.3,-5,32,1%,0,72%[activator][7.66 µM],-4%,22%[7.66 µM],-2%
O=C(/C=C/c1ccccc1Cl)NNC(=O)c1ccncc1,0.6,7,-2,-1%,5,5%,-1%,-15%,3%
CC(C)C[C@H]1COc2cc(N3CCN(Cc4ccccc4F)CC3)ccc2S(=O)(=O)N1,-0.4,-66*,0,7%,-9,-14%,-5%,4%,-17%

# Screens: PubChem BioAssay, National Center for Advancing Translational Sciences (NCATS)
